TLR4 MyD88 comp = TLR4-MyD88 interaction inhibition in cells | O00206+Q99836 | HeLa CL3-4 TLR4/MyD88 BLA complementation, FRET ratio | inhibition, % at 8.4 µM | actives 0.18% (n = 200,000) | AID 861; in the data active = inhibition above about 25%;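 also: 0% = vehicle and 100% = reference inhibitor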
Target sequence (O00206 whole entry, looked up): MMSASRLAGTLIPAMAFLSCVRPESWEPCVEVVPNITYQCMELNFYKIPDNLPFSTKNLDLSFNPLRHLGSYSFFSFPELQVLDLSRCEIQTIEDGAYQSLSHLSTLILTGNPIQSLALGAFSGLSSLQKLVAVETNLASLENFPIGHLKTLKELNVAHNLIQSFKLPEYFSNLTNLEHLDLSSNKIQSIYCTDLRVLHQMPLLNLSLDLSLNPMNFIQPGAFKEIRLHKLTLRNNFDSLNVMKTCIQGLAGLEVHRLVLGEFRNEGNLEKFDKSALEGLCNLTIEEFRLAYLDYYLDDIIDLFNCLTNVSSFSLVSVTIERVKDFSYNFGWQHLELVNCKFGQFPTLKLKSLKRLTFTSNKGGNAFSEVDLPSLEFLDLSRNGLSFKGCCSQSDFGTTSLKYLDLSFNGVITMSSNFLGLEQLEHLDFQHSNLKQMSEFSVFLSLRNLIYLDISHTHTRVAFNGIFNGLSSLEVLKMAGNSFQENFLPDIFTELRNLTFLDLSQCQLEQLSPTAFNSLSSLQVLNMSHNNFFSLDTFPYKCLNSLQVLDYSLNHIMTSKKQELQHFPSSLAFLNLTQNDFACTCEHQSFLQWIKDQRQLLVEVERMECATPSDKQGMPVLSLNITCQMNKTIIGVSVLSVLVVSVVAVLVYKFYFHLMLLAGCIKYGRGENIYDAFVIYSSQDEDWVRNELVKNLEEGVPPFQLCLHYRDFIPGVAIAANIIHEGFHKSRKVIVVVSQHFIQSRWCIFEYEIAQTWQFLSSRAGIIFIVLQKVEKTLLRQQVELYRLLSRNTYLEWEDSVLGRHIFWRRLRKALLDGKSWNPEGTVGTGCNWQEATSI
Target sequence (Q99836 whole entry, looked up): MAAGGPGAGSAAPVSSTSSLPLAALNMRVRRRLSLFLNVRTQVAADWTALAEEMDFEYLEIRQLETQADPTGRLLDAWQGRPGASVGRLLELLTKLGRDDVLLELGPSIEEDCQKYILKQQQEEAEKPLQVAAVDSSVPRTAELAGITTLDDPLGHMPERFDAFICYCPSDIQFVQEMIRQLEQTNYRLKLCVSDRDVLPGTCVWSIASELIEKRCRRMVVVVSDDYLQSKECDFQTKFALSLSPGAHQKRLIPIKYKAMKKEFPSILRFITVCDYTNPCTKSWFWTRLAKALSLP
Diaph act CS = activates diaphorase or chemically reduces, flagging diaphorase assay artifacts. actives 0.005% (n = 190,000). activation factor at 20 µM. AID 1229. Diaphorase/resazurin coupled assay, resorufin fluorescence, 16 min; active compounds read high; 1 = vehicle wells, 0 = NADH-free wells;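 active = diaphorase activity raised at least twofold by the compound at 20 µM; inactive = activation factor below 2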
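Test system: Clostridium kluyveri diaphorase, purified enzyme; input: enzyme 0.07 U/mL final; buffer or medium: 50 mM HEPES pH 7.4 with 4.542 mM MgCl2, 0.005% Tween 20; also added: 0.114 mM NADH and 0.1 mM resazurin, final amounts; schedule: 16 min enzyme reaction, ambient temperature; technique: fluorescence of resorufin, 544 nm excitation, 590 nm emission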
Hsp70 activator = transcriptional activators of Hsp70; HeLa Hsp70 promoter luciferase reporter, luminescence; scaled: vehicle 0, proteasome-inhibitor control 100%; activation, % at 10 µM; actives 0.04% (n = 200,000);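 active = activation above the mean across all tested compounds plus 3 SD, cutoff set per campaign, cut at about 5.5% in these data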;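 also: 100% = MG132 at 30 µM as the positive control and 0% = DMSO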
G6PDH counter = counter-screen for G6PDH assay hits: L. mesenteroides G6PDH inhibition; Purified L. mesenteroides G6PDH, diaphorase/resazurin coupled fluorescence, 45 min; inhibition, % at 5 µM; actives 0.12% (n = 200,000); AID 1020
L major viab = reduces viability of Leishmania major promastigotes. inhibition, % at 10 µM. actives 9% (n = 200,000). resazurin fluorescence viability;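 also: promastigotes grown with compound for 44 hours at 28 °C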
Diaphorase inh = diaphorase inhibition or chemical oxidation counter-screen | actives 0.69% (n = 190,000) | inhibition, % at 20 µM | AID 1217 | diaphorase resazurin-to-resorufin fluorescence, NADH, 16 min; bacterial (C. kluyveri) enzyme, not human;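 active = primary screen inhibition at 20 µM above a set limit, cut at about 50% in these data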;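 also: plate controls were DMSO with full reaction for no effect and wells lacking NADH for full effect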
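material = Clostridium kluyveri diaphorase enzyme | amount = 0.14 U/mL diaphorase, enzyme working solution | schedule = incubation 16 min, room temperature | detection = fluorescence of resorufin formed from resazurin, Ex 544/Em 590 nm | benchmarks = positive control minus NADH, DMSO neutral control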
Redox H2O2 prof = compounds producing H2O2 with reducing agent – biochemical, NIH compound library profiling, artefact control for MLSCN library redox annotation, primary screen; actives 0.03% (n = 200,000); activation, % at 10 µM; DTT-dependent redox cycling H2O2, phenol red/HRP absorbance; 100% = 100 µM peroxide control, 0% = buffer;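 active = activation of at least 50% relative to the plate's high and low controls in the primary single-dose screen; inactive = activation below 50%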;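 also: compound incubated with DTT at 0.8 mM final as the reducing agent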
PMI act = phosphomannose isomerase (human) activation; P34949; purified human PMI, coupled resazurin fluorescence, 20 min; active compounds read high; 1 = vehicle control, 0 substrate-free wells; activation factor at 20 µM; actives 0.005% (n = 190,000);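 active = activation factor of 2 or more at 20 µM, relative to plate controls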
PMI act hi M6P = PMI (human) activation, high substrate; actives 0.34% (n = 190,000); P34949; activation factor at 20 µM; AID 1216; coupled PMI enzyme assay, resazurin fluorescence, 20 min; active compounds read high; 1 = untreated enzyme, 0 = substrate-free blank;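 active = activation factor of 2 or more at 20 µM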
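test system = human PMI in coupled enzyme assay | medium = HEPES-buffered pH 7.4 with magnesium and detergent | also added = 1.0 mM mannose-6-phosphate substrate with 0.22 mM NADP+ | compound = 20 µM single dose | times = 20 min incubation at room temperature | measured by = resorufin fluorescence (Ex 544/Em 590 nm) from resazurin via diaphorase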
RAM network inh = blocks the yeast RAM network | S. cerevisiae dse1pr::URA3 reporter, 5-FOA growth OD615, 2 d; analog-sensitive cbk1-as2 kinase mutant strain | inhibition, % at 50 µM | actives 1.8% (n = 190,000) | AID 868;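 active = inhibition above a set limit, 3 SD over mean compound inhibition, cut at about 8.4% in these data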;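 also: 0% = DMSO-only wells with no growth and 100% = 10 µM 1-NA-PP1 full growth; inhibition rescues growth on 5-FOA so higher OD means more RAM inhibition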
S1P3 antagonist = antagonists of human S1P3 receptor. CHO S1P3 NFAT-BLA reporter, FRET fluorescence, antagonist mode. inhibition, % at 4.98 µM. Q99500. actives 0.27% (n = 170,000). AID 485;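 active = inhibition above the plate cutoff, the mean inhibition of test wells on that plate plus 3 SD, cut at about 28% in these data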;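 also: cells challenged with S1P at its EC80 of 0.8 µM; blue over green emission ratio from cleaved BLA substrate after 4 h stimulation; 0% = S1P-stimulated wells and 100% = unstimulated DMSO-only wells; some compounds past the cut are filed as inactive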
* = called active by the depositor; . = not tested or not shown. Rule as the data show it, unless noted: active = inhibition above about 50%; inactive = the rest. This is a random part of the collection; 12% or so of the library scored in one or more.

molecule	Diaphorase inh	Diaph act CS	L major viab	TLR4 MyD88 comp	RAM network inh	G6PDH counter	PMI act hi M6P	Redox H2O2 prof	Hsp70 activator	PMI act	S1P3 antagonist
CCOC(=O)C(C)n1cnc2c(nnn2-c2ccc(OC)cc2)c1=O (stereo unspecified)	0	1	0	-16	1.9	2	1.1	-0.3	0.7	1	-15
CN(C)CCNC(=O)C(=O)NCC1OCCCN1S(=O)(=O)c1cccs1 (stereo unspecified)	5	1	-3	-16	0.3	-1	0.7	-0.4	-0.3	1	1
CC(=O)Nc1ccc(NC(=O)C2CC(=O)N(c3ccccc3Cl)C2)cc1 (stereo unspecified)	3	1	0	14	0.4	5	0.9	-0.9	0.0	0.9	-8
COCCOC(=O)C1=C(N)Oc2c(oc(CO)cc2=O)C1c1c(F)cccc1Cl (stereo unspecified)	7	0.9	-1	-6	-0.2	0	1.1	-1.6	0.5	1	.
CC(=O)/C(=N\Nc1ccccc1)Oc1ccc([N+](=O)[O-])cc1	14	0.9	1	6	0.6	14	0.9	-0.3	0.1	1	.
CC1CCCCN1C(=O)CSc1nc(C2CC2)nc2c1cnn2-c1ccccc1 (stereo unspecified)	12	0.9	7	-1	6.5	-34	1	-4.9	-0.2	0.9	.
CC(=O)Nc1ccc(S(=O)(=O)N(C)CC(=O)OCC(=O)Nc2cccnc2Cl)cc1	12	0.9	15	-10	1.9	5	0.9	0.1	-0.2	1	2
Nc1ccc2nc(-c3ccccc3)[nH]c2c1	8	0.9	7	2	3.6	10	0.8	0.6	-0.1	0.9	.
COc1cccc2c1C(=O)CC2NC(=O)C(F)(F)F (stereo unspecified)	12	0.9	-6	-1	-0.5	5	0.9	1.4	-0.2	0.9	.
NC(=O)c1c(-c2cccs2)csc1N	30	0.7	25	-10	1.3	-37	0.8	2.8	0.2	0.7	6
CCn1c(=O)c2c3c(sc2n2c(=S)[nH]nc12)CCC3	21	0.8	-4	-1	-0.9	2	1	0.0	-0.4	1	.
CC(=O)Nc1ccc(SCC(=O)Nc2sccc2C#N)cc1	13	0.9	-5	1	1.4	8	0.9	2.2	0.0	1	3
Cc1ccc(C2=NN(C(=O)CSc3nc4ncc(Cl)cc4[nH]3)C(c3ccco3)C2)cc1 (stereo unspecified)	27	0.7	8	-6	2.4	-6	0.9	-0.8	-0.3	0.9	3
CCCCn1cnc2c([nH]c3ccccc32)c1=O	4	1	0	13	1.2	0	1.1	2.2	0.2	1	.
Cc1cc(=O)n(C)c(=O)n1CCCCOc1cccc([N+](=O)[O-])c1	13	0.9	1	-13	0.9	-4	0.9	0.2	0.1	0.9	-1
O=c1[nH]c(=O)n(Cc2ccccc2)c2nc(-c3ccco3)cc(C(F)(F)F)c12	4	1	7	-2	5.8	-2	1.1	0.2	-0.3	1.1	-10
COc1cc(OC)cc(C(=O)NC(=S)Nc2cc3oc4ccccc4c3cc2OC)c1	13	0.9	-4	13	3.0	7	0.9	1.6	-0.3	0.8	-1
Cn1c(-c2ccc3c(c2)OCO3)c(C(=O)O)c(=O)c2ccccc21	-4	1	-9	-1	8.3	2	1	-0.5	-0.4	1.1	4
O=S(=O)(NCCc1ccncc1)c1ccc(Br)cc1	3	1	0	5	0.6	2	0.9	0.1	0.0	0.9	.
CCOC(=O)c1c(C)oc(/N=C/c2ccccc2O)c1C#N	7	0.9	-2	1	0.9	5	1	-0.4	-0.3	1	-14
Cc1cc(C)c(C)c(S(=O)(=O)NCCCN2CCOCC2)c1C	11	0.9	7	8	1.1	9	1	-0.3	-0.2	1	-10
NS(=O)(=O)c1cccc2cccnc12	2	1	-5	-2	0.9	21	1	0.0	-0.4	1.1	-72
Cc1ccc(-c2nnn(CC(=O)N(Cc3ccc(F)cc3)C(C(=O)NC3CCCC3)c3ccncc3)n2)o1 (stereo unspecified)	-13	1.1	7	13	2.9	2	1	0.0	-0.4	1	.
Cc1nc(-c2cccc(S(=O)(=O)N3CC(C)CC(C)C3)c2)cs1 (stereo unspecified)	8	0.9	5	10	-0.3	0	1	-5.5	-0.1	0.9	.
COC(=O)CCC(=O)Nc1c(C)n(C)n(-c2ccccc2)c1=O	11	0.9	-6	-11	1.1	-3	1.1	0.1	-0.3	1	-4
COc1cccc(COC(=O)c2nn(-c3ccccc3)nc2N)c1	2	1	-5	-15	9.7*	1	1	-0.1	-0.1	1	-16
Cc1ccc(NC2=NCC(=O)N2c2ccc3c(c2)OCCO3)c(C)c1	-4	1	2	-5	0.8	-4	1.2	2.6	-0.5	1.2	-32
COc1ccc(/C=N/NC(=S)Nc2ccccc2)cc1COc1ccccc1F	15	0.8	-4	-17	4.9	-7	0.9	1.4	-0.3	1	6
CS(=O)(=O)c1ccc2nnn(OCC(=O)Nc3ccc(Br)cc3Br)c2c1	6	0.9	18	19	6.2	-3	1	-0.7	-0.5	1	5
COc1ccc(/C=N/NC(=O)c2ccccc2F)cc1CN1CCN(c2ccc(F)cc2)CC1	12	0.9	67*	-9	-0.1	10	0.9	-0.4	-0.5	0.8	10

Single records (already shown).
Cc1cc(C)c(C)c(S(=O)(=O)NCCCN2CCOCC2)c1C reads Diaphorase inh = 11; Diaph act CS = 0.9; L major viab = 7; TLR4 MyD88 comp = 8; RAM network inh = 1.1; G6PDH counter = 9; PMI act hi M6P = 1; Redox H2O2 prof = -0.3; Hsp70 activator = -0.2; PMI act = 1; S1P3 antagonist = -10
CCOC(=O)c1c(C)oc(/N=C/c2ccccc2O)c1C#N reads Diaphorase inh = 7; Diaph act CS = 0.9; L major viab = -2; TLR4 MyD88 comp = 1; RAM network inh = 0.9; G6PDH counter = 5; PMI act hi M6P = 1; Redox H2O2 prof = -0.4; Hsp70 activator = -0.3; PMI act = 1; S1P3 antagonist = -14

(further entries)
molecule	Diaphorase inh	Diaph act CS	L major viab	TLR4 MyD88 comp	RAM network inh	G6PDH counter	PMI act hi M6P	Redox H2O2 prof	Hsp70 activator	PMI act	S1P3 antagonist
O=C(Cc1ccccc1)Nc1ccc2oc(=O)ccc2c1	8	0.9	-9	16	0.4	10	0.9	-1.2	-0.2	0.9	-9
CCOC(=O)CSc1nnc(-c2cccc(Cl)c2)n1CC	10	0.9	-5	3	0.2	4	1	-0.7	0.0	1	-32
CCN(C1CCCCC1)S(=O)(=O)c1ccc(C(=O)O)cc1	-5	1.1	-4	3	0.3	4	1.1	0.2	-0.6	0.9	20
CCc1nnc(NC(=O)CCC(=O)N2CCN(CCc3ccccc3)CC2)s1	3	1	.	.	-1.0	-1	1.1	.	.	1.1	6
N#CCCNC(=O)CCN1CCOCC1	12	0.9	-1	-7	1.3	4	1	0.5	-0.5	0.9	0
Cc1ccc(NC2=CC(=O)CC(c3ccco3)C2)c(N)c1 (stereo unspecified)	9	0.9	-7	-1	1.1	6	0.8	-0.3	0.2	1	-18
O=C(CSc1nc(-c2ccco2)cc(C(F)(F)F)n1)NCCN1CCOCC1	14	0.9	-2	-13	1.7	9	0.9	0.3	0.5	0.9	-5
Cc1ccc(-n2c(-c3ccc(Br)cc3)c[n+]3c2CCc2ccc4cccnc4c2-3)cc1	-11	1.1	100*	23	1.3	0	1.1	0.3	0.2	1	.
COCc1[nH]nc2c1C(c1ccc(F)cc1F)C(C#N)=C(N)O2 (stereo unspecified)	11	0.9	.	.	1.2	5	0.9	.	.	1	-56
COC(=O)c1ccc(CSc2nnc(N)s2)cc1	12	0.9	7	-15	1.2	1	1.1	0.2	0.3	1	12
Cc1cccc(NC(=S)N(CCN2CCOCC2)Cc2ccccc2F)c1	-15	1.1	-2	2	1.2	3	1.2	-0.2	0.4	1.1	0
O=C(Oc1ccc(/C=N/O)cc1)c1ccccc1Cl	18	0.8	-4	2	-0.7	-3	0.9	-0.3	-0.4	0.9	-9
O=[N+]([O-])c1ccc(/C([O-])=C(/C(=S)NCc2ccco2)[n+]2ccccc2)cc1	28	0.7	-4	-12	2.2	4	0.6	0.6	-0.2	1	-13
CCOC(=O)C(NC(=O)CC)(Nc1ccccc1OC)C(F)(F)F (stereo unspecified)	14	0.9	-5	-6	0.3	0	0.9	-0.1	0.0	1	-4
Cc1ccc(-c2nnc(C)c(N3CCCC3)n2)cc1	7	0.9	-3	1	2.1	-5	1	11	-0.3	1	-1
Cc1ccc(-c2csc(-c3ccncc3)n2)cc1	11	0.9	-3	-1	0.3	4	1.1	-0.1	0.2	1	-2
CCn1c(C)[n+](CC)c2ccc(S(=O)(=O)N(C)C)cc21	16	0.8	-1	-5	-0.1	8	0.7	-0.7	-0.2	0.8	-13
CCOC(=O)c1c(/N=C/N(C)C)sc(/C=N/Nc2ccccc2)c1-c1ccc(Cl)cc1	20	0.8	94*	3	4.1	0	2.1*	5.3	-0.1	1.5	-11
O=C(CCc1ccccc1)NNC(=S)NC(=O)c1ccccc1	43	0.6	25	12	-0.7	-2	1.1	-4.1	0.1	0.8	.
CCN(CC)CCN(C(=O)c1ccccc1OC)c1nc2ccc(F)cc2s1	12	0.9	43	-4	0.1	0	1.2	-0.4	0.1	1.2	1
Cc1cccc(-c2nsc(SCC(=O)NCc3ccc4c(c3)OCO4)n2)c1	10	0.9	4	2	3.1	-12	1	0.7	-0.3	0.9	-19
Cn1c(N)c(C(=O)COC(=O)c2cc(C(F)(F)F)nc3ccccc23)c(=O)n(Cc2ccccc2)c1=O	27	0.7	-3	-10	3.2	10	0.9	-0.1	-0.4	0.9	-17
O=C(CN1CCOCC1)Nc1ccc(Oc2ccccc2)cc1	10	0.9	-2	-7	1.1	1	1	-0.1	-0.1	1	5
O=C(Cc1sc(Nc2ccccc2)nc1-c1ccccc1)NCc1ccccn1	15	0.8	8	5	1.2	-2	0.8	-0.2	0.5	0.9	1
CN(C)S(=O)(=O)c1cccc(NC(=O)COC(=O)c2cc(=O)[nH]c(=O)[nH]2)c1	5	0.9	-6	4	1.0	18	0.9	-0.7	-0.1	0.9	-7
COc1cc([N+](=O)[O-])ccc1NC(=S)NC(=O)CC(C)(C)C	0	1	7	5	6.3	-1	1	0.5	-0.2	1	-8
CC(c1ccon1)N(C)C(=O)CCc1nnc(CCCCc2ccccc2)o1 (stereo unspecified)	7	0.9	0	5	-0.2	6	1	-1.2	0.1	1	-9

Screens from PubChem BioAssay.
